# High-throughput results: PubChem BioAssay, several laboratories
# AddAB inh = less growth of phage-infected E. coli with AddAB; E. coli expressing H. pylori AddAB, absorbance growth; inhibition, % at 11.9 µM; hit rate 0.29% among 330,000; in the data active = inhibition above about 12%;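 also: 0% = vehicle wells of infected cells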
# Tat transport = E. coli Tat transport inhibition. E. coli MC4100 TorA-mCherry Tat export, fluorescence. inhibition, % at 10 µM. hit rate 0.036% among 340,000;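 active = mean replicate inhibition at least 50% and at least half of replicates individually reaching 50%; inconclusive = only one of the two criteria met; inactive = neither criterion met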;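 also: exported cargo escapes ClpAP degradation while cytoplasmic cargo is degraded and loses fluorescence; 0% = median of neutral control wells and 100% = median of NaSCN control wells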
# SR-BI DiI inh = blocks mouse SR-BI lipid uptake from DiI-HDL; hit rate 0.96% among 320,000; Q61009; inhibition, % at 12.5 µM; ldlA[mSR-BI] CHO cells, DiI-HDL uptake fluorescence, 3 h;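 active = mean replicate inhibition of at least 70% and a set share of replicates each scoring 70 or more; inconclusive = meets just one of the two criteria; inactive = fails both criteria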;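 also: 0% = median of neutral control wells and 100% = median of positive control wells; values of inactives mirror those of a sister screen read the other way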
# Target sequence (Q61009 whole entry, looked up): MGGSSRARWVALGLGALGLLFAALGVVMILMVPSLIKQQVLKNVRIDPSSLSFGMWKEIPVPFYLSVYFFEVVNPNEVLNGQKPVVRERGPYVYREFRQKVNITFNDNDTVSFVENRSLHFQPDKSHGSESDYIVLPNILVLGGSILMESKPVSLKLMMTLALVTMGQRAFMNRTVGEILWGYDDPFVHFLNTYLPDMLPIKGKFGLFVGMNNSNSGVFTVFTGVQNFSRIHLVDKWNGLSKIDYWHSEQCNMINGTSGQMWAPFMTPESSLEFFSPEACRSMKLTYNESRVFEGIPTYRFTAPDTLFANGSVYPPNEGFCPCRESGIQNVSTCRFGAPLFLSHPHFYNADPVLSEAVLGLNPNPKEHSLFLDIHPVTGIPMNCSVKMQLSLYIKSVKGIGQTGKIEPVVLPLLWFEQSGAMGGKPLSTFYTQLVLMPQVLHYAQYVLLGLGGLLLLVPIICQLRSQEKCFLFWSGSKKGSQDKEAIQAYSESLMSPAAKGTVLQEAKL
# phage Ecoli inh = E. coli growth loss with phage present | growth absorbance | inhibition, % at 11.9 µM | hit rate 0.26% among 360,000 | AID 651602; in the data active = inhibition above about 11%
# SR-BI DiI-HDL act = enhances SR-BI lipid uptake from DiI-HDL. CHO ldlA[mSR-BI] cells, DiI-HDL uptake fluorescence, 3 h; 100 = double the neutral-control signal. activation, % at 12.5 µM. hit rate 0.096% among 320,000;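 active = mean replicate activation of at least 60% and every replicate at or above 60%; inconclusive = mean or all-replicate condition met, but not both; inactive = mean below 60% and not all replicates reaching 60%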;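 also: 0% = median plate neutral-control signal and 100% = twice that signal; values of inactives mirror those of a sister screen read the other way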
#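 material = CHO ldlA[mSR-BI] cells | medium = Ham's F12 with 0.5% BSA, HEPES 25 mM, pH 7.4 | reagent = fluorescent DiI-HDL, 10 µg/mL final | compound dosing = single-point compound dose | incubation = 3 h, 37 °C | measured by = bottom-read fluorescence, 550/595 nm | measure = HDL uptake via cellular fluorescence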
# CAL PDZ FP-1 = blocks peptide binding to human CAL PDZ domain | purified CAL PDZ, TMR-peptide fluorescence polarization, 1 h | inhibition, % at 20 µM | hit rate 0.02% among 330,000 | AID 504414;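 active = highest replicate inhibition of at least 40%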;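 also: plate controls were DMSO neutral control wells for no effect and unlabeled competitor peptide control wells for full effect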
#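 Material – purified CerCALP PDZ construct · Detection – FP readout, S and P plane fluorescence · Measure – percent inhibition from loss of millipolarization · Controls – unlabelled peptide for full inhibition, DMSO wells as neutral · Probe or stimulus – TMR-labelled reporter peptide T*-PRC34 bound in PDZ groove · Times – 1 h at RT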
# CAL PDZ FP-2 = CAL PDZ (human) peptide binding inhibition. purified CAL PDZ, TMR-peptide fluorescence polarization, 1 h. inhibition, % at 24.9 µM. AID 602252. hit rate 0.92% among 300,000;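 active = mean inhibition of at least 30% with at least half of replicates also reaching 30%; inconclusive = no clear call, values can overlap the other calls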;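 also: 0% = DMSO neutral control and 100% = excess unlabeled competitor peptide PRC23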
# E coli growth = bacterial growth inhibition, counter-screen for AddAB inhibitors; E. coli V3065 growth, OD600 absorbance, 18 h; inhibition, % at 11.9 µM; hit rate 0.27% among 330,000;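 active = inhibition above the campaign's mean inhibition across all tested compounds plus 3 SD, cut at about 9.9% in these data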;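 also: uninfected addAB+ strain grown without phage in ampicillin broth; 0% = DMSO wells and 100% = ciprofloxacin 0.95 µg/ml wells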
# MITF act = activators of MITF-driven TRPM1 promoter activity in SK-MEL-5 cells. activation, % at 12.5 µM. hit rate 0.75% among 300,000. SK-MEL-5 TRPM1-promoter luciferase, 24 h; % of positive control, neutral wells = 0;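 active = mean activation of at least 80% with every replicate also reaching 80%; inconclusive = mean reaches 80% but some replicate falls short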;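 also: 0% = neutral control wells and 100% = parthenolide positive control wells; values of inactives mirror those of a sister screen read the other way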
# Wnt bcat act = activates Wnt/beta-catenin signaling in a reporter cell assay; hit rate 1.2% among 300,000; activation, % at 9.35 µM; AID 743398; activator, plate reader; in the data active = activation above about 30%, passing the limit was not always enough; inconclusive = no clear call, values can overlap the other calls;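 also: 0% = neutral control wells and 100% = positive control wells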
# * hit, by the source's call; ? = inconclusive; . = not tested or not shown.
SMILES,AddAB inh,Tat transport,SR-BI DiI inh,phage Ecoli inh,SR-BI DiI-HDL act,CAL PDZ FP-1,CAL PDZ FP-2,E coli growth,MITF act,Wnt bcat act
CCCCC(=O)Nc1ccc2oc(-c3ccncc3)nc2c1,0.7,0,12,2.8,-12,-2.6,-1,3.1,.,15
Cc1cc(OCC(=O)NCCCn2ccnc2)c2c(C)cc(=O)oc2c1,0.7,-3,-5,-3.6,5,-0.6,-5,-0.8,-1,4
O=C(CNC(=O)c1ccccc1Br)NNC(=O)c1cccs1,.,0,-15,1.4,15,-0.2,.,.,-10,-3
CC1=C(C(=O)N2CCCCC2)C(c2cccs2)NC(=O)N1 (centres undefined),0.6,-1,-6,3.3,6,-0.8,1,-0.6,-15,-2
CC(=O)C1C(c2ccc(Br)cc2)C2C(C)=NN=C2CC1(C)O (centres undefined),0.0,1,-6,3.6,6,-3.5,-1,-0.3,4,-1
Cc1ccc(C(=O)N2CCN3C(=O)c4ccccc4C23c2ccc(Cl)cc2)cc1 (centres undefined),3.0,19,-14,4.0,14,.,-4,1.4,-45,.
Cc1ccc(CCNC(=O)C2CCC(CNc3c(N4CCC(C)CC4)c(=O)c3=O)CC2)cc1 (centres undefined),1.5,3,34,0.7,-34,-0.5,-6,-0.4,.,-5
Cc1ccc(-c2nn(-c3ccccc3)cc2/C=C2\SC(=S)N(CC(=O)O)C2=O)cc1,2.4,3,.,2.3,.,-1.8,3,-1.6,6,3
O=C(O)c1cccc(Oc2ccccc2[N+](=O)[O-])c1,2.3,-11,4,1.3,-4,1.0,-1,-1.2,3,2
O=C(NCCCN1CCOCC1)c1ccc2c(=O)n(Cc3ccccc3)c(=S)[nH]c2c1,2.0,9,2,2.1,-2,-2.1,-2,0.4,-5,-1
CCOC(=O)C1=C(O)/C(=C/c2ccc(OCC(=O)O)c(OCC)c2)SC1=Nc1ccc(C)cc1,-1.3,-3,36,2.6,-36,-9.6,-25,-0.5,9,0
CS(=O)(=O)N1CCN=C1SCc1ccccc1,3.7,-1,-8,4.2,8,-0.6,5,2.4,8,2
COc1ccc(-n2nc([N+](=O)[O-])c(=NCCc3ccccc3)n2O)cc1,0.2,-6,4,3.4,-4,-0.4,-2,-0.3,-10,-1
Cc1ccc(C(C(=O)NC(C)(C)C)N(C(=O)c2csnn2)c2cccc(F)c2)o1 (centres undefined),0.9,0,-6,2.5,6,-3.6,0,1.3,3,4
COc1cc(NC(=O)C(c2ccccc2)c2ccccc2)c(C(=O)O)cc1OC,1.2,0,-20,3.2,20,0.0,-4,-1.7,-7,-1
Cc1c(C(=O)OC(C)C)sc(N)c1C(=O)OC(C)C,1.2,1,8,2.9,-8,0.2,-5,-1.6,36,?
CCOc1ccccc1-c1nc(CN2CCCC2c2nccs2)c(C)o1 (centres undefined),1.8,19,61,3.7,-61,-0.1,0,0.0,-15,.
COc1ccc(CNC(=O)C(=O)NCC2OCCN2C(=O)c2ccc(OC)cc2)cc1 (centres undefined),-0.6,4,10,2.3,-10,-0.1,-1,0.6,-1,0
CC(O)(c1ccccc1)C(C(c1ccccc1)N1CCOCC1)N1CCOCC1 (centres undefined),.,-10,-9,1.5,9,-0.2,-4,.,7,-2
CCOC(=O)c1[nH]c2ccc(OC)cc2c1NC(=O)/C=C/c1ccc2c(c1)OCO2,0.0,-22,16,4.0,-16,-0.4,.,-2.0,-10,-7

# Reprinted at random: 6 compounds from above
SMILES,AddAB inh,Tat transport,SR-BI DiI inh,phage Ecoli inh,SR-BI DiI-HDL act,CAL PDZ FP-1,CAL PDZ FP-2,E coli growth,MITF act,Wnt bcat act
Cc1c(C(=O)OC(C)C)sc(N)c1C(=O)OC(C)C,1.2,1,8,2.9,-8,0.2,-5,-1.6,36,?
CCOC(=O)c1[nH]c2ccc(OC)cc2c1NC(=O)/C=C/c1ccc2c(c1)OCO2,0.0,-22,16,4.0,-16,-0.4,.,-2.0,-10,-7
Cc1ccc(CCNC(=O)C2CCC(CNc3c(N4CCC(C)CC4)c(=O)c3=O)CC2)cc1 (centres undefined),1.5,3,34,0.7,-34,-0.5,-6,-0.4,.,-5
O=C(CNC(=O)c1ccccc1Br)NNC(=O)c1cccs1,.,0,-15,1.4,15,-0.2,.,.,-10,-3
Cc1ccc(C(C(=O)NC(C)(C)C)N(C(=O)c2csnn2)c2cccc(F)c2)o1 (centres undefined),0.9,0,-6,2.5,6,-3.6,0,1.3,3,4
CC1=C(C(=O)N2CCCCC2)C(c2cccs2)NC(=O)N1 (centres undefined),0.6,-1,-6,3.3,6,-0.8,1,-0.6,-15,-2

# (listing goes on)
SMILES,AddAB inh,Tat transport,SR-BI DiI inh,phage Ecoli inh,SR-BI DiI-HDL act,CAL PDZ FP-1,CAL PDZ FP-2,E coli growth,MITF act,Wnt bcat act
Cc1cccc(N/C=C/C(=O)c2cccs2)c1C,0.8,12,23,2.4,-23,0.1,-2,-1.5,0,.
COc1ccc(C(CC(=O)c2ccccc2)S(=O)(=O)c2ccc(C)cc2)cc1 (centres undefined),-0.2,3,4,0.6,-4,.,0,-1.2,62,.
O=C(COc1ccc(/C=N/NC(=O)c2cc3ccccc3o2)cc1Cl)Nc1ccccc1,2.4,0,75*,.,-75,-0.7,1,-3.7,-95,.
O=C(Nc1ccc(F)cc1)Nc1ccc(S(=O)(=O)N2CCCC2)cc1,7.7,3,13,9.5,-13,-1.3,-4,6.5,.,0
CCCCn1c(N)c(N(CCC(C)C)C(=O)CSc2nc3ccccc3n2C)c(=O)[nH]c1=O,.,-6,2,0.9,-2,0.2,-1,.,0,-1
Cc1cc(C)nc(NN=C(c2ccccc2)c2ccccc2)n1,-2.2,3,-8,0.4,8,-3.4,-3,-2.5,-7,-1
CC1CCN(C(=O)CSc2nc3ccccc3c(=O)[nH]2)CC1,4.1,-3,-18,-0.6,18,-1.3,-5,-2.5,1,0
O=C(CC12CC3CC(CC(C3)C1)C2)Nc1ccc(C(=O)O)cc1,0.2,-2,-35,-0.2,35,-1.8,-5,0.1,-7,8
NC(=O)c1ccccc1NC(=O)/C=C/c1c(Cl)cccc1Cl,1.4,28,26,2.4,-26,-1.6,-4,1.3,.,28
Cc1cccc(NC(=O)c2ccc(COc3ccccc3)o2)n1,3.2,14,-3,2.0,3,-2.5,-1,2.3,28,3
CC(=O)Nc1ccc(NC(=O)C(C)Sc2nc3ccccc3c(=O)n2Cc2ccco2)cc1 (centres undefined),0.3,4,-12,0.7,12,-3.1,-3,0.8,2,-2
Cc1csc2nc(NC(=O)c3ccccc3)sc(=O)c12,-0.1,-1,12,2.7,-12,0.3,.,0.5,.,22
Cc1ccc(S(=O)(=O)N2CCN(C(=O)COC(=O)CCOc3ccccc3)CC2)c(C)c1,-0.3,-1,-7,-0.7,7,-1.3,-6,-3.9,-1,5
Cn1cnnc1SCc1ccccc1Br,-1.1,2,-24,3.5,.,-1.0,0,1.1,-4,.
COc1ccc(CC(NC(C)=O)C(=O)NC2CCN(C(=O)NCc3ccccc3)CC2)cc1OC (centres undefined),-0.8,-9,-18,1.0,18,-0.7,.,1.2,12,.
O=C(NCc1ccccc1F)C(=O)NCC1OCCCN1S(=O)(=O)c1cccs1 (centres undefined),-0.7,4,5,-1.7,-5,-0.6,-2,2.6,-3,-2
Cc1ccc(Sc2ncccc2C(=O)NCC(c2ccc(F)cc2)N2CCOCC2)cc1C (centres undefined),-0.9,1,8,2.1,-8,-6.1,-4,-1.8,9,-1
O=S(=O)(NC1CC1)c1cccc(S(=O)(=O)N2CCCC2)c1,0.9,-4,-36,2.0,36,0.7,-7,-1.8,-4,-1
C#CCOCCOCCOCCNc1nc(N2CCN(C(=O)[C@H](CCCN=C(N)N)n3cc(C(N)[C@@H](C)CC)nn3)CC2)nc(N2CCN(C(=O)[C@H](CCCCN)n3cc([C@@H](N)[C@H](C)CC)nn3)CC2)n1 (some centres undefined),1.2,-4,6,5.9,-6,0.3,-2,-0.9,6,-4
CCCc1nc2oc3c(NCCOCCO)ncnc3c2c2c1COC(C)(C)C2,-0.3,-4,9,1.1,-9,-0.1,-1,0.1,.,.
CCCCCCC1CC(CCc2nc(=S)[nH][nH]2)C(=O)O1 (centres undefined),-4.1,-1,7,3.9,-7,-0.6,-2,-2.5,1,-7
Cc1cnc(C(=O)OCC(=O)C23CC4CC(CC(C4)C2)C3)cn1,-1.4,3,3,-0.6,-3,-1.6,0,0.9,0,2
COc1ccc(S(=O)(=O)Nc2ccc3c(c2)C(=O)N([C@H](C)CO)C[C@H](C)[C@@H](CN(C)C(=O)NC(C)C)O3)cc1,2.6,3,-14,3.7,14,-0.7,0,3.2,-2,-1
Cn1cnc2c(=O)[nH]cc([N+](=O)[O-])c21,-0.3,1,-17,3.4,17,-1.9,-1,-1.3,2,.
CC(C)c1ccc(NC(=O)C(c2ccccc2)N(C)C(=O)CCc2c[nH]c3ccccc23)cc1 (centres undefined),3.9,4,28,2.5,-28,-1.1,-1,3.5,3,11
COc1ccc(OC)c(C(=O)CN2C(=O)NC(C)(c3ccccc3)C2=O)c1 (centres undefined),1.6,-2,3,3.1,-3,-0.8,-2,3.0,.,4
NC(=O)COc1ccc(NS(=O)(=O)Cc2ccccc2)cc1,0.2,1,22,1.7,-22,-0.9,2,-1.2,.,0
Cc1cc(=O)[nH]c(SCC(=O)c2ccc3c(c2)NC(=O)CO3)n1,0.2,-10,.,1.8,.,-2.1,-1,-2.5,3,-2
CCN(C(=O)COC(=O)c1ccccc1NCCO)C1CCS(=O)(=O)C1 (centres undefined),-2.6,0,-36,2.5,36,-1.5,-1,0.3,-1,-2
CCCn1c(N)c(N(CCOC)C(=O)c2ccc([N+](=O)[O-])c(C)c2)c(=O)[nH]c1=O,0.4,-9,.,-0.6,.,-1.6,8,-0.4,-6,-1
O=c1[nH]c(=O)n(CCOc2ccc(Cl)cc2)cc1Br,1.0,1,-4,1.8,4,-0.4,-1,-2.5,15,.
COc1ccc(NC(=O)C2CCN(S(=O)(=O)c3ccc(Br)s3)CC2)cc1OC,2.1,10,2,4.3,-2,-0.5,-5,3.5,-11,2
Cc1oc(C(C)(C)C)cc1C(=O)Nc1ccc(C(=O)O)cc1,-0.9,-9,-10,3.6,10,.,-5,-2.0,68,.
COc1ccc(N=C2SCC(=O)N2CCc2ccc(OC)c(OC)c2)cc1,1.2,6,56,2.4,-56,-1.0,-1,-1.8,-8,8
